Screens (PubChem)
TAAR1 ag: human TAAR1 agonists, primary screen, Fluo-8 calcium fluorescence, CHO RD-HGA16 cells | Trace amine-associated receptor 1 (Homo sapiens), Q96RJ0 | vehicle wells 0%, saturating PEA agonist 100% | activation, % at 3 µM | hit rate 0.99% among 360,000;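 active = activation above the mean activation of all test compounds in the run plus 3 SD, cut at about 38% in these data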
Target sequence (Q96RJ0 whole entry, looked up): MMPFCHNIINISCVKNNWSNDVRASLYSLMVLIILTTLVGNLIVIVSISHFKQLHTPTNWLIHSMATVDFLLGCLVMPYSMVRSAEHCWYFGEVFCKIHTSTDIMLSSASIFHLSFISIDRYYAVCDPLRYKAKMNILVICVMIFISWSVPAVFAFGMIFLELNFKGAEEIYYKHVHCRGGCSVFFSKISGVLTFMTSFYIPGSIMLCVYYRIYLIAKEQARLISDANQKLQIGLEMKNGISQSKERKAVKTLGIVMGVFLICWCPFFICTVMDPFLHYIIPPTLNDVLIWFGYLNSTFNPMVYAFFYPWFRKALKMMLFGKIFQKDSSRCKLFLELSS
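System: CHO-derived RD-HGA16 cells with stable Gα16 and human TAAR1 / Times: 17-24 h plating, Fluo-8 75 min 37 °C, 30 min RT / Technique: calcium-sensitive Fluo-8 signal, excitation 470-495, emission 515-575 nm / Measure: % activation relative to PEA EC100 response / Benchmarks: DMSO and PEA EC100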
M1 ag: human M1 muscarinic receptor agonists, primary screen, Fluo-8 calcium fluorescence, CHO-K1 cells, HTS. CHO-K1 hM1, agonist mode; 0% DMSO, 100% acetylcholine EC100. AID 588814, 2011. activation, % at 3 µM. hit rate 0.33% among 360,000;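 active = activation above the run's mean compound activation plus 3 SD, cut at about 16% in these data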;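 also: peak over basal fluorescence ratio within a 140 s kinetic read after compound addition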
Target sequence (P11229 whole entry, looked up): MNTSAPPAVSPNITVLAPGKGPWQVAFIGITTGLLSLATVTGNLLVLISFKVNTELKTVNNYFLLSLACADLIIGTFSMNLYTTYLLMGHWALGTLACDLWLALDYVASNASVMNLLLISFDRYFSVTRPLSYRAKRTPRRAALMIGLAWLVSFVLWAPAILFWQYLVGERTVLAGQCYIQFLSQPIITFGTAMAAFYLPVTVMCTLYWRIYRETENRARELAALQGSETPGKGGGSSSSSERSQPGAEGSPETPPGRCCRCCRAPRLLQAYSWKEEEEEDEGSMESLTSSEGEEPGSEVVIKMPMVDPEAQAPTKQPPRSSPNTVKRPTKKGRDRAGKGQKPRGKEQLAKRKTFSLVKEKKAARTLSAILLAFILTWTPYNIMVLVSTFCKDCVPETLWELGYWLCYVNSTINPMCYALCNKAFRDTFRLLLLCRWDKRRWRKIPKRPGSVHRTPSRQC
CHO parental Ca: ATP-evoked calcium signal inhibitors, parental CHO, primary screen, counter-screen for OX1R antagonist project, cell-based, fluorescence, Fluo-8 calcium dye | parental CHO-K1, ATP-induced calcium, Fluo-8 fluorescence | hit rate 0.63% among 330,000 | inhibition, % at 5.6 µM;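 active = inhibition above that plate's mean sample inhibition plus 3 SD, cut at about 26% in these data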;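 also: 0% = ATP-challenged DMSO wells and 100% = DMSO wells without ATP; some compounds past the cut are filed as inactive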
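test system = CHO parental line | reagent = ATP stimulus | measured by = intracellular calcium via Fluo-8 no-wash fluorescent dye | control set = ATP and no-ATP DMSO wells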
CHRM1 antagonist: human M1 muscarinic receptor antagonists, primary screen, CHO-K1 cells, Fluo-8 calcium fluorescence, 1536-well; hit rate 1.3% among 360,000; AID 588852, 2011; CHO-K1 hM1, ACh EC80 antagonist; Muscarinic acetylcholine receptor M1 (Homo sapiens), P11229; inhibition, % at 3 µM;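 active = percent inhibition above its own plate's cutoff, namely the mean of that plate's compound wells plus 3 SD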;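 also: peak over basal fluorescence ratio during 140 s after agonist addition; 0% = ACh EC80 plus DMSO and 100% = DMSO alone without agonist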
CHO-K1 Ca antag: M1 antagonist counterscreen hit in parental CHO-K1 cells; hit rate 0.6% among 360,000; ATP-induced calcium, Fluo-8 fluorescence; inhibition, % at 3 µM;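 active = inhibition above a per-plate cutoff, the plate's mean sample inhibition plus 3 SD, cut at about 24% in these data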;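 also: 0% = DMSO plus EC80 ATP and 100% = DMSO alone without ATP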
TAAR1 antagonist: human TAAR1 antagonists, primary screen, Fluo-8 calcium fluorescence, CHO RD-HGA16 cells. Trace amine-associated receptor 1 (Homo sapiens), Q96RJ0. antagonist. inhibition, % at 3 µM. hit rate 1.5% among 360,000. AID 624466, 2012;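 active = inhibition above a per-plate cutoff, the mean inhibition of test compounds on that plate plus 3 SD, cut at about 49% in these data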;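 also: 0% = DMSO plus EC80 beta-PEA response and 100% = DMSO alone without agonist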
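System: RD-HGA16 CHO cells with stable hTAAR1 and Gα16 | Probe or stimulus: EC80 β-phenethylamine stimulus | Dosing: 3 µM, single point | Times: Dye loading 75 min at 37 °C, then 30 min room temperature | Measured by: Fluo-8 calcium-sensitive fluorescence | Read-out basis: % inhibition of agonist calcium response | Replicates: n of 1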
CHRM1 PAM: human M1 muscarinic receptor positive allosteric modulators, primary screen, CHO-K1 cells, Fluo-8 calcium fluorescence, 1536-well | Muscarinic acetylcholine receptor M1 (Homo sapiens), P11229 | CHO-K1 hM1, ACh EC20; 0% = ACh EC20, 100% = maximal ACh | activation, % at 3 µM | hit rate 0.088% among 360,000; in the data active = activation above about 19%, passing the limit was not always enough
CHO-K1 Ca ag: counter-screen for M1 agonists: effect in parental CHO-K1 cells; hit rate 0.48% among 360,000; AID 602248, 2012; Fluo-8 calcium fluorescence; scaled to maximal ATP response, vehicle zero; activation, % at 3 µM; in the data active = activation above about 15%;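 also: untransfected CHO-K1 host cells lacking M1 receptor as counterscreen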
CHO-K1 Ca PAM: nonselective calcium activators in parental CHO-K1 cells, primary screen, counter-screen for M1 PAM project, cell-based, Fluo-8 calcium fluorescence, full deck, 1536-well | ATP EC20; 0% at ATP EC20, 100% at ATP max | activation, % at 3 µM | hit rate 0.02% among 360,000 | AID 602247, 2012;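 active = activation above the run cutoff, the mean activation of all test compounds plus 3 SD, cut at about 40% in these data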;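 also: peak over basal fluorescence ratio in a 140 s read after ATP addition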
Active calls of the source: *; . = not tested or not shown.

SMILES	TAAR1 ag	M1 ag	CHO parental Ca	CHRM1 antagonist	CHO-K1 Ca antag	TAAR1 antagonist	CHRM1 PAM	CHO-K1 Ca ag	CHO-K1 Ca PAM
Cc1cccc(NC(=O)CN2C(=O)S/C(=C\c3ccccn3)C2=O)c1	7	-4	-8	-11	-12	-2	9	-0.2	10
O=[N+]([O-])c1ccc(N2CCN(c3ccc(F)cc3)CC2)cc1	-1	-1	18	4	2	13	2	1.6	3
Cn1c(/C(C#N)=C(\O)c2cccc(F)c2)nc2ccccc21	1	1	-8	-1	-5	-1	9	-0.2	-12
Cc1cccc(N2CCN(C(=O)C3CCN(c4ncnc5c4nc4n5CCCCC4)CC3)CC2)c1C	11	-1	-11	17	-5	-5	-15	1.8	-13
COc1ccc(/C=C2\C(=N)N3N=C(CC(=O)N4CCOCC4)SC3=NC2=O)cc1	1	-6	-7	16	-6	-3	-6	0.1	-3
CSc1ccccc1C(=O)C1CCCN(C(=O)CCc2cccnc2)C1 (stereo not given)	4	-7	-3	-3	-17	-12	6	0.8	9
CCOc1ccc(CC(=O)N/N=C/c2cccnc2)cc1OCC	3	2	-5	-14	0	-6	15	2.2	1
COCc1nnc(NC(=O)CCCCCN2C(=O)c3ccccc3C2=O)s1	4	-5	-19	-7	-8	-15	8	0.6	24
Nc1cc(=O)[nH]c2nnc(SCC(=O)Nc3cccc4ccccc34)n12	0	-2	-4	-22	1	4	16	-0.2	-1
Oc1ccc(-c2nc3ccc4ccccc4c3c3c2CCC3)cc1O	2	-6	-10	5	-3	-34	3	0.2	6
CCOC(=O)C1=CN(CC)S(=O)(=O)NC1c1ccc(C(F)(F)F)cc1 (stereo not given)	8	7	-10	-21	-7	-15	16	1.1	8
CCN(CC)C(=O)c1cn(CC)c(=O)c2cc(OC)c(OC)cc12	8	-2	-19	-2	-5	7	1	0.4	15
COc1ccc2nc(Nc3ccccc3)sc2c1	0	-4	-22	-16	0	5	11	-0.2	12
COc1ccc(C(=O)C2CCCN(C(=O)CCNC(C)=O)C2)cc1OC (stereo not given)	3	1	-7	-7	-5	-2	19	-0.2	-5
COc1nc(SCC(=O)Nc2ccccc2Cl)nc(N(C)C)n1	2	-1	-3	-14	0	-5	18	0.5	-14
CCOc1ccc(OCC)c(NC(=O)C2CCCN(S(=O)(=O)c3cnc[nH]3)C2)c1 (stereo not given)	0	-3	-8	-17	-4	1	11	-0.1	14
CN(C)c1cc(Nc2ccc(O)cc2)c([N+](=O)[O-])c2nonc12	0	0	-12	13	-14	-2	1	0.5	12
N#CCCN1CCN(S(=O)(=O)c2ccc(C3CCCCC3)cc2)CC1	-2	-3	7	-4	-15	14	-1	5.0	3
C[n+]1ccc(CC2C(=[N+]([O-])[O-])C=Nc3ncnn32)cc1 (stereo not given)	2	-4	.	5	-8	-32	-4	-0.1	-8
N/C(=N\c1nc2ccccc2o1)NC(=O)c1ccccc1NC(=O)c1ccccc1	12	-3	-32	2	-2	65*	2	0.1	-4
COC(=O)Cn1c(=NC(=O)c2cc(OC)cc(OC)c2)sc2cc(OC)ccc21	6	-1	-4	3	-7	4	-1	0.2	18
COC(=O)c1[nH]c2ccccc2c1NC(=O)C(C)N1CC(C)OC(C)C1 (stereo not given)	1	1	-28	-18	-6	-20	7	0.6	13
O=S(=O)(Nc1cccc(C(F)(F)F)c1)c1cccnc1	8	-3	-2	-1	12	-3	-1	0.1	-10
CC(C)(C)NC(=O)NC(=O)CSc1n[nH]c(-c2ccccc2Br)n1	-2	-7	-10	-4	4	-38	4	0.9	-8
NNC(=O)CNC(c1ccccc1)c1cc(Br)ccc1NC(=O)c1ccc(Br)cc1 (stereo not given)	7	-6	-22	-5	-7	6	5	0.1	11
SMILES	TAAR1 ag	M1 ag	CHO parental Ca	CHRM1 antagonist	CHO-K1 Ca antag	TAAR1 antagonist	CHRM1 PAM	CHO-K1 Ca ag	CHO-K1 Ca PAM
CC(C)N(C(=O)c1ccc2nc(-c3ccccc3)c(-c3ccccc3)nc2c1)C(C)C	0	-11	-18	23	8	4	-24	-0.6	-12
O=C1/C(=N\S(=O)(=O)c2cccs2)C([n+]2cccc(Cc3ccccc3)c2)=C([O-])c2ccccc21	.	-8	51*	-11	-19	.	10	0.1	17
COc1ccccc1/C=C1\CCC(C2CCCC2)C1=O (stereo not given)	4	-5	-16	-4	-20	-19	8	0.0	5
CCC[N+]1(CC#CCC(c2ccccc2)c2ccccc2)CCCCC1	0	-7	0	63*	-7	-12	-27	0.2	4
COc1ccc2[nH]c(=O)c(CN(C(=O)C3CCCO3)c3ccc(C)cc3)cc2c1 (stereo not given)	13	-1	-9	-10	16	-26	-4	0.4	-9
CSCCC(NC(=O)c1ccc(Cl)cc1Cl)C(=O)NNC(=O)c1csc(N2CCOCC2)n1 (stereo not given)	-2	-5	-17	8	0	-30	-3	-0.3	3
N#Cc1ccc(C(=O)CSc2n[nH]c(=O)n2Cc2ccco2)cc1	2	-4	2	-7	-12	7	1	1.9	5
CCn1c(CC(=O)Nc2ccccc2OC)nnc1SCC(=O)Nc1ccccc1F	-1	-7	-4	-15	-22	-7	11	1.1	11
COc1ccc(N2CC(C(=O)NCCS(=O)(=O)N3CCN(c4ccccc4)CC3)CC2=O)cc1 (stereo not given)	1	-2	-4	-10	-3	-13	6	0.7	-1
CCc1nc(NCCO)c(C#N)c2c1CSC(C)(C)C2	15	-3	-17	-1	-6	59*	0	2.7	2
Cn1c(-c2cccs2)[n+](C)c2ccccc21	2	-7	-2	29	0	2	-10	0.2	-12
COc1ccccc1C(OC(=O)c1cccs1)C(=O)NCC1CCCO1 (stereo not given)	4	-3	-8	-4	-9	3	0	0.3	10
Cc1ccccc1NC(=O)C1CC(=O)n2ncnc2N1 (stereo not given)	1	-4	3	-4	-9	-18	-2	0.3	8
Cc1ccc(OCc2nc(C#N)c(NCCCn3ccnc3)o2)cc1	10	-3	-8	-10	-15	-7	7	0.4	13
Cc1onc(-c2ccccc2Cl)c1C(=O)NNC(=O)c1cccc(F)c1	4	0	-19	-20	-21	-19	18	1.5	9
O=C(COc1ccc2c3c(c(=O)oc2c1)CCC3)NC1CCCCC1	12	-7	-4	-2	-8	14	-3	0.6	6
CCC(C)NC(=O)c1cn(-c2cccc(C)n2)cn1 (stereo not given)	11	-4	-9	-6	-6	1	-3	-0.2	5
C/C(=N\NC(=O)CCc1ccc(S(=O)(=O)N2CCOCC2)cc1)c1ccc(Br)cc1	0	-6	-12	-3	-14	-1	8	1.1	11
NS(=O)(=O)c1ccc(Cl)cc1[N+](=O)[O-]	0	-4	-4	-2	-6	-7	0	4.8	-9
Cc1ccc(C(=O)Nc2ccc(Nc3ccccc3)cc2)cc1C	-1	-5	-16	-9	-8	-21	3	1.0	17
O=C(Nc1ccc(S(=O)(=O)N2CCCC2)cc1)C1COc2ccccc2O1 (stereo not given)	6	-8	0	-3	-18	-17	-3	2.4	1
Cc1onc(-c2ccccc2)c1C(N)=O	3	-1	-1	-11	-1	9	7	0.1	5
O=c1c(-c2nnc(SCc3ccc(Cl)cc3Cl)o2)cccn1Cc1ccccc1	6	-6	43*	2	-12	10	-9	0.1	14
O=C(C1=C[C@H](c2ccccc2)C[C@H](OCCCCO)O1)N1CCOCC1	1	-4	-9	7	-6	-7	-5	0.1	-1
COc1ccc([N+](=O)[O-])cc1N(CC(=O)Nc1ccccc1C(=O)NC(C)C)S(C)(=O)=O	0	-4	-20	-1	5	20	-1	0.8	-8
SMILES	TAAR1 ag	M1 ag	CHO parental Ca	CHRM1 antagonist	CHO-K1 Ca antag	TAAR1 antagonist	CHRM1 PAM	CHO-K1 Ca ag	CHO-K1 Ca PAM
COc1ccc(C(F)(F)F)cc1NC(=O)c1nc2nc(C)cc(C(F)F)n2n1	15	0	-6	-4	-4	-7	3	1.5	18
CN(C)CCN1C(=O)C(=O)/C(=C(/O)c2ccc3c(c2)OCCO3)C1c1ccccn1 (stereo not given)	7	-3	-4	-12	-13	-26	6	0.4	14
O=c1c2ccccc2ncn1-c1cccc(Cl)c1	3	-4	1	-10	-14	-8	6	-0.1	17
Cc1ccccc1C#CC1=CC(=O)CC(C)(C)C1	2	-3	.	-7	-7	-39	3	0.7	13
COc1ccc(C)cc1-n1ccn(CC(=O)Nc2ccc(Br)cc2F)c(=O)c1=O	3	0	-6	-6	4	-17	-2	0.2	-11
Cc1occc1C(=O)NC(C)C12CC3CC(CC(C3)C1)C2 (stereo not given)	-1	-14	-23	-5	-6	3	11	0.1	18
Cc1cc(Cl)cc(Cl)c1OCCCCN(C)C	2	-7	-12	2	-3	-17	3	0.3	0
CCC(CC)c1nnc(NC(=O)c2ccco2)s1	7	0	-1	-16	4	9	13	-0.1	-16
COC(CNC(=O)c1ccc(N2CCC3(CC2)OCCO3)c([N+](=O)[O-])c1)OC	1	-6	1	-13	-13	-12	7	1.0	20
Cc1cccnc1NC(=O)c1ccc2c(c1)OCO2	2	-2	-6	-10	6	-12	17	0.5	25
O=C(CNC(=O)c1ccccc1)OC(C(=O)O)c1ccc(F)cc1 (stereo not given)	3	-3	.	-5	-6	-10	1	1.0	16
O=C(O)C1CC(=O)N(CCc2c[nH]c3ccccc23)C1 (stereo not given)	10	-2	3	8	16	4	3	0.4	3
Cc1ccc(NS(=O)(=O)c2ccc(C3CCCCC3)cc2)cc1	14	2	42*	21	11	59*	-10	9.4	12
CC(C=CC(O)=C1C(=O)CNC1=O)=C[C@@H](C)C1OC2(C)OC(C(=O)C3O[C@@]32C)C1C (stereo not given in full)	2	.	.	.	-16	-2	.	0.4	9
Cc1nn2c(-c3ccncc3)ccnc2c1Cl	1	-5	-11	8	6	-16	-3	0.4	-17
Cc1ccnc(NC(=O)COc2ccc3oc4c(c3c2)CCCC4)c1	13	-3	-33	-3	-5	26	6	0.2	7
O=C(c1ccc(S(=O)(=O)Cc2cc(F)ccc2F)c([N+](=O)[O-])c1)N1CCCC1	1	-1	-9	18	-2	6	-3	0.1	-13
C=CCn1cnc2c(sc3nc(C)cc(C)c32)c1=O	0	-4	-17	7	-1	-14	4	1.4	14
